Source: PubChem BioAssay
KB-V1 cytotox – qHTS assay for MDR1-selective chemotherapeutics: Primary screen using the drug-selected MDR subline cells KB-V1. KB-V1 MDR cells viability, CellTiter-Glo, 72 h. Potency, µM (doses to about 46.1 µM), without a hit: top-dose activity change, negative = cytotoxicity, actives largely listed as cytotoxic. 400,000 compounds, 3.4% hits. AID 1347076, 2019; also: potency is read from the fitted curve at half-maximal effect; % is scaled to controls: 0 for no effect and ±100 for the full control effect; nearly all actives have a fitted effect of over 60% in size
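KB-V1 cells (P-gp-expressing MDR subline of KB-3-1) in phenol-red-free DMEM with 10% FBS were exposed to library compounds over a concentration series for 72 h at 37 degrees C. Viability read by CellTiter-Glo luminescence; concentration-effect curves fitted after normalization.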
HT1080-NT tox – qHTS for induction of synthetic lethality in tumor cells producing 2HG: qHTS for the HT-1080-NT fibrosarcoma cell line; 360,000 compounds, 1.6% hits; AID 686970, 2013; HT-1080-NT fibrosarcoma viability, CellTiter-Glo ATP luminescence, 48 h; Potency, µM (titrated, usually from 46.1 µM), without a hit: top-dose activity, negative = less viability, most hits filed as cytotoxic;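 also: NT is the 2HG producing partner of a matched IDH1 knockdown line; potency is read from the fitted curve at half-maximal effect; 0% = DMSO-treated cells and -100% = media-only wells without cells; nearly all actives have a fitted effect of over 55% in size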
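750 cells/well, RPMI + 5% FBS; 2 h settle, compound pin-transfer, 48 h at 37 degrees C. CellTiter-Glo 10 min RT, luminescence. Normalized to DMSO and media-only wells.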
HT1080 IDH1KD tx – qHTS for induction of synthetic lethality in tumor cells producing 2HG: qHTS for the HT-1080-IDH1KD cell line; HT-1080 IDH1 knockdown viability, ATP luminescence, 48 h; Potency, µM (doses to about 46.1 µM), for inactives: at the highest dose activity, negative = toxicity, actives largely listed as cytotoxic; 360,000 compounds, 2% hits; AID 686971, 2013;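 also: potency is read from the fitted curve at half-maximal effect; 0% = DMSO wells and -100% = cell-free medium wells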
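After a 2 h attachment period, IDH1KD HT-1080 cells took pin-transferred compound for 48 h at 37 °C; ATP-based luminescence after 10 min room-temperature reagent incubation reported viability.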
GLP1R cytotox – qHTS of GLP-1 Receptor Inverse Agonists: Cytotox Screen | HEK293 cAMP-luciferase reporter cells, luminescence, 24 h | Potency, µM (doses to about 38.3 µM), for inactives: at the highest dose activity change, negative = inhibition, most hits filed as inhibitors | 410,000 compounds, 0.13% hits;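 also: loss of luciferase light is scored as toxicity; potency is read from the fitted curve at half-maximal effect; % is scaled to controls: 0 for no effect and ±100 for the full control effect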
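A 23 nL compound transfer followed 12 hours of cell culture at 37 deg C; exposure then lasted 24 hr. Luciferase assay detection reagent was dispensed and plates read for luminescence after a 12 min room-temperature wait.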
MCF10A rerep – A quantitative high throughput screen for small molecules that induce DNA re-replication in MCF 10a normal breast cells. Potency, µM (top dose mostly 46.1 µM), without a hit: at the top dose activity, positive = re-replication, usual class: activators. 350,000 compounds, 2.9% hits. MCF 10A DNA re-replication, Hoechst nuclear intensity, 48 h; also: potency is read from the fitted curve at half-maximal effect; % of control where 0% means no effect; nearly all actives have a fitted effect of over 50% in size
SW480 rereplic – A quantitative high throughput screen for small molecules that induce DNA re-replication in SW480 colon adenocarcinoma cells. SW480 DNA re-replication, Hoechst DNA content imaging, 48 h. Potency, µM (titrated, usually from 46.1 µM), inactives show top-dose re-replication activation, most hits filed as activators. 340,000 compounds, 1.8% hits; also: potency is read from the fitted curve at half-maximal effect; % of control where 0% means no effect; nearly all actives have a fitted effect of over 55% in size
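Compounds, transferred as 23 nL by pin tool, were incubated with cells for 48 hr; DNA content per nucleus was then quantified by Hoechst staining and fluorescence plate imaging.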
IL-1B inflam inh – qHTS for Inhibitors of Inflammasome Signaling: IL-1-beta AlphaLISA Primary Screen; THP-1 LPS/ATP IL-1B secretion, AlphaLISA, 16 h; hits give low values; 360,000 compounds, 4.7% hits; activity change, % at 57.5 µM; in the data active = activity change below about -50%; inconclusive = mostly about -30% to -49%; also: % is scaled to controls: 0 for no effect and ±100 for the full control effect
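Secreted IL-1B measured by AlphaLISA bead assay after 16 h compound exposure of THP-1 cells; compounds (final up to 57.5 uM) added 1 h before LPS (250 ng/mL) and ATP (1.25 mM) stimulation; lower signal means less secretion.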
D3 ag – qHTS of D3 Dopamine Receptor Agonist: qHTS. D3R DiscoveRx beta-arrestin cells, luminescence, 90 min. max activation, %. 410,000 compounds, 0.58% hits; in the data active = max activation above about 30%; also: 0% is about no effect; mostly tested at two doses, the higher about 12 µM
Target sequence (P35462 whole entry, looked up): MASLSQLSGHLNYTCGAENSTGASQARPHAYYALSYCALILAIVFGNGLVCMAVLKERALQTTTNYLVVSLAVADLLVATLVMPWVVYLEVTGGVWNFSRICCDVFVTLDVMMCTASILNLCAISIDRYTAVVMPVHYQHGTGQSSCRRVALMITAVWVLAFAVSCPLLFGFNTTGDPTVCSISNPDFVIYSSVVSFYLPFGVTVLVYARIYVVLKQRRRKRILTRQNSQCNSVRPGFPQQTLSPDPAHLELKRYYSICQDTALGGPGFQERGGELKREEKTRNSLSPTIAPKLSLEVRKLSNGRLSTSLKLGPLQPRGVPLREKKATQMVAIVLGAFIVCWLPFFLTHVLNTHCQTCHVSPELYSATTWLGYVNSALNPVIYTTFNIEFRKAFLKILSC
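Agonist mode: compounds and dopamine controls were applied to plated cells for 90 min at 37 degrees C after an overnight attachment at 1500 cells/well. Luminescent read-out followed 30 - 60 minutes at room temperature with DiscoveRx detection reagent.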
KB-3-1 tox – qHTS assay for MDR1-selective chemotherapeutics: Primary screen using the parental adenocarcinoma cell KB-3-1; KB-3-1 viability, CellTiter-Glo ATP luminescence, 72 h; Potency, µM (top dose mostly 46.1 µM), inactives show at the highest dose activity change, negative = cytotoxic, hits mostly cytotoxic; 400,000 compounds, 1.4% hits; also: potency is read from the fitted curve at half-maximal effect; % is scaled to controls: 0 for no effect and ±100 for the full control effect; nearly all actives have a fitted effect of over 60% in size
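Multi-concentration cytotoxicity screen in KB-3-1 cells grown in DMEM lacking phenol red with 10% FBS. After 72 h at 37 °C with compound, ATP-dependent luminescence was recorded.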
Numbers without * were called inactive; u = inconclusive; x = not tested or not shown; [ ] = dose if it differs, or a comment. Unless noted, calls follow the shape of the dose curve; as a rule, active = well fitted curve in the direction sought with a large enough effect; inconclusive = small, poorly fitted or top-dose-only effect, or another doubt; inactive = no such curve, though single readings can be large; an effect the other way counts as inactive or inconclusive.

SMILES	KB-V1 cytotox	HT1080-NT tox	HT1080 IDH1KD tx	GLP1R cytotox	MCF10A rerep	SW480 rereplic	IL-1B inflam inh	D3 ag	KB-3-1 tox
COc1ccc2c(c1)C(NS(=O)(=O)OCC(Cl)(Cl)Cl)CCC2 (stereo not given)	3.1%	1.1%	-0.5%	15.7%	u	-15.6%	4.0	-35.9	-0.8%
Cc1cccc(NC(=O)c2cccc(N3CCCS3(=O)=O)c2)c1	-6.8%	x	x	0.5%	x	x	x	-20.3	-11.9%
Cn1nccc1C(=O)NC1CCN(Cc2ccccc2)CC1	u	12.6%	9.5%	-19.3%	9.4%	-2.4%	19.0	-23.2	-2.7%
O=C(O)CSc1ncnc2c1sc1nc(-c3ccccc3)c3c(c12)CCC3	-3.7%	0.6%	-0.1%	4.1%	-2.8%	12.2%	-12.9	1.1	3.2%
COc1cc(/C=N/NC(=O)COc2ccc(Cl)cc2)ccc1OS(=O)(=O)c1ccc(C)cc1	16.4µM*	u	u	-7.8%	17.3%	-1.5%	-6.8	-8.4	6.3%
CCOC(=O)CNC(=O)N1CCCC(CCC(=O)NCc2ccc(F)c(F)c2)C1 (stereo not given)	8.2%	10.3%	2.5%	-11.8%	0.6%	-18.7%	3.4	2.8	-0.2%
COc1ccccc1NC(=S)NCCc1ccc(OC)c(OC)c1	0.0%	1.7%	8.2%	-2.7%	8.5%	-9.7%	13.5	-4.8	0.9%
COc1ccc(C(=O)Nc2ccc(Br)cn2)cc1S(=O)(=O)N1CCOCC1	-39.3%	9.9%	5.3%	5.4%	9.1%	-8.9%	-6.1	5.9	-4.6%
CCCOc1ccc(NC(=O)CC2Nc3ccccc3NC2=O)cc1 (stereo not given)	-10.5%	-2.2%	1.2%	6.0%	u	-16.9%	-16.8	7.7	1.7%
COC(=O)c1ccccc1NC(=O)C1CC(=O)N(C2CCCCC2)C1 (stereo not given)	u	4.4%	8.4%	1.4%	-4.3%	-20.7%	14.8	-1.0	13.2%
Cc1cc(C)n2nc(-c3ccc(Cl)cc3)cc2n1	-10.5%	-12.2%	-5.0%	0.5%	-4.0%	-13.6%	29.0	-2.1	-13.1%
O=C(NCc1ccco1)C1(S(=O)(=O)c2ccccc2)CC=CC1	21.3%	12.0%	6.4%	9.2%	66.7%	-7.6%	35.0	-20.5	7.4%
O=C(CN1CCSCC1)N/N=C/c1cccc(Cl)c1	4.6%	11.8%	11.4%	4.6%	1.4%	-48.8%[inhibitor]	-8.5	-1.4	2.7%
COc1ccc(C2c3cc4c(cc3OC(N3CCOCC3)C2C)OCO4)c(OC)c1 (stereo not given)	u	u	u	u	2.91µM*	u	22.5	3.3	4.61µM*
C=CCn1c2ccccc2c2nnc(SCc3ccc4nonc4c3)nc21	9.2%	0.4%	5.0%	-12.9%	-13.3%	-2.5%	11.2	15.4	6.4%
CC(=O)C1=C(O)C(=O)N(c2cc(C(C)(C)C)on2)C1c1ccc(Br)cc1 (stereo not given)	0.0%	-29.0%	u	0.0%	u	0.6%	36.0	-20.3	u
Cc1ccn(C(=O)c2ccc(NC(=O)CC(C)C)cc2)n1	14.7%	-0.6%	-10.6%	12.7%	2.4%	-2.9%	8.4	-1.9	8.6%
S=C(NCc1ccc(Cl)cc1)NC1CCCCC1	22.8%	4.7%	-2.8%	u	12.7%	-4.8%	-20.3	-1.5	-1.0%
O=C(N/N=C/c1cccnc1)c1ccc(S(=O)(=O)N2CCCCCC2)cc1	-7.6%	3.3%	-3.4%	4.4%	-1.9%	-3.7%	12.5	5.9	-6.3%
COCCN1C[C@@H](CO)O[C@@H](n2cnc3c(NCc4ccncc4)ncnc32)C1	-6.7%	24.4%	17.8%	8.9%	x	x	30.5	3.5	-0.4%
CCN(CC)C(=O)C1CCN(S(=O)(=O)c2c(C)noc2/C=C/c2cccc(C)c2)CC1	1.1%	-2.1%	-0.4%	-10.1%	11.6%	u	-18.0	-3.4	-20.6%
O=[N+]([O-])c1cc(S(=O)(=O)Nc2cccc(C(F)(F)F)c2)ccc1-n1nnc2ccccc21	u	2.2%	-9.9%	-2.8%	u	u	20.2	0.5	u
CCOc1ccc(-c2nn[nH]n2)cc1OCC	4.0%	19.0%	17.5%	-1.0%	14.5%	-4.2%	-1.5	0.4	-4.7%
CCCCOc1ccc(C(=O)N(C)CC(=O)Nc2ccc(C)cc2)cc1	-5.6%	6.3%	10.2%	-4.7%	17.8%	u	-16.8	-1.7	8.3%
C#CCSc1nc(-c2ccccc2)cc(C(F)(F)F)c1C#N	u	-3.1%	3.0%	1.5%	18.6%	4.8%	21.8	2.6	-11.7%
O=C(c1cc([N+](=O)[O-])ccc1Cl)N1c2ccccc2Sc2ccccc21	-7.1%	-15.1%	-24.1%	1.9%	18.4µM*	u	u	16.5	21.2%
COC(=O)c1sc(S(=O)(=O)N2CCC(C)CC2)c(C(=O)OC)c1C	-8.3%	-8.7%	-11.8%	0.1%	-185.4%[0.0737 µM]	-3.0%	2.9	-4.7	3.6%
CCOC(=O)c1cc(-c2ccccc2)sc1NC(=S)Nc1cc(C)ccn1	15.2%	26.3%	13.2%	2.2%	2.3%	-7.7%	0.0	-2.5	-9.7%
COc1ccc(-n2c(CN3CCN(c4ccccc4)CC3)nc3ccc([N+](=O)[O-])cc3c2=O)c(OC)c1	-2.5%	1.3%	7.1%	2.4%	-30.6%[inhibitor]	2.0%	28.3	-2.6	3.8%
C/C(=N\NC(=O)CSCc1ccc(Cl)cc1)c1ccc(NC(=O)c2ccccc2)cc1	13.1%	7.4%	12.6%	-0.8%	-2.2%	-6.8%	4.7	-2.2	0.2%
CN(C)CCSc1nc(-c2ccccc2)nc2c1CCCC2	-6.5%	-22.6%	-10.2%	-39.3%	-0.2%	0.6%	-71.5*	-27.5	-21.8%
O=C(Nc1ccc(O)c(C(=O)O)c1)c1ccc2c(c1)C(=O)N(CC1CCCO1)C2=O (stereo not given)	11.4%	7.2%	5.4%	-15.2%	-2.1%	-6.7%	18.9	-10.8	3.5%
CN(CC(=O)Nc1ccccc1Cl)C(=O)COC(=O)c1nc(Cl)c(Cl)c(Cl)c1Cl	-4.1%	25.2%	-14.3%	u	5.8µM*	u	-67.4*	-6.1	u
COc1cc(NC(=O)Cn2cnc3sc(C)c(S(=O)(=O)N4CCN(C)CC4)c3c2=O)cc(OC)c1OC	13.0%	x	x	1.6%	x	x	x	-15.8	5.4%
Cc1ccc(S(=O)(=O)N(C)C[C@H]2Oc3c(NC(=O)Nc4cccc5ccccc45)cccc3C(=O)N([C@@H](C)CO)C[C@@H]2C)cc1	-9.0%	-24.1%	u	-36.5%	3.6%	18.2%	u	-11.7	u
CCOC(=O)N1CCN(c2c(NCCc3ccc(OCC)c(OCC)c3)c(=O)c2=O)CC1	11.5%	1.5%	-17.2%	1.8%	4.0%	-2.4%	-5.0	2.1	9.4%
O=C(O)c1cccc2c(/C=N/Nc3ccccn3)c[nH]c12	-4.0%	6.8%	8.6%	-17.2%	-4.0%	-6.1%	32.2	10.1	4.1%
CCN1CCN(C(c2ccccc2)c2nnnn2C(C)(C)C)CC1 (stereo not given)	-9.2%	13.6%	10.9%	2.7%	x	x	0.4	5.0	2.7%
CSc1nc2sc3c(c2c(=O)n1-c1ccccc1C)CCCC3	u	x	x	0.2%	x	x	x	5.3	u
Cc1ccc(S(=O)(=O)N/N=C2/CCCCC2C2CCCCC2)cc1[N+](=O)[O-] (stereo not given)	-14.1%	6.8%	11.6%	-7.7%	22.0%	0.5%	45.7	1.1	-0.4%

Rewritten with values under each structure: entries from further up.
Second line of a record – KB-V1 cytotox | HT1080-NT tox | HT1080 IDH1KD tx | GLP1R cytotox | MCF10A rerep | SW480 rereplic | IL-1B inflam inh | D3 ag | KB-3-1 tox
> CCCCOc1ccc(C(=O)N(C)CC(=O)Nc2ccc(C)cc2)cc1
→ -5.6% | 6.3% | 10.2% | -4.7% | 17.8% | u | -16.8 | -1.7 | 8.3%
> C#CCSc1nc(-c2ccccc2)cc(C(F)(F)F)c1C#N
→ u | -3.1% | 3.0% | 1.5% | 18.6% | 4.8% | 21.8 | 2.6 | -11.7%
> O=C(c1cc([N+](=O)[O-])ccc1Cl)N1c2ccccc2Sc2ccccc21
→ -7.1% | -15.1% | -24.1% | 1.9% | 18.4µM* | u | u | 16.5 | 21.2%
> COC(=O)c1sc(S(=O)(=O)N2CCC(C)CC2)c(C(=O)OC)c1C
→ -8.3% | -8.7% | -11.8% | 0.1% | -185.4%[0.0737 µM] | -3.0% | 2.9 | -4.7 | 3.6%
> CCOC(=O)c1cc(-c2ccccc2)sc1NC(=S)Nc1cc(C)ccn1
→ 15.2% | 26.3% | 13.2% | 2.2% | 2.3% | -7.7% | 0.0 | -2.5 | -9.7%

More entries
SMILES	KB-V1 cytotox	HT1080-NT tox	HT1080 IDH1KD tx	GLP1R cytotox	MCF10A rerep	SW480 rereplic	IL-1B inflam inh	D3 ag	KB-3-1 tox
Cc1ccc(/C=N/n2c(C)nnc2C)cc1	-2.4%	-3.0%	-6.4%	6.0%	5.0%	u	25.5	-6.2	2.2%
CCOC(=O)/C=C/C(=O)OCC(=O)Nc1cccc(Cl)c1Cl	u	-3.9%	-11.1%	-5.9%	u	-4.0%	-11.7	1.1	-5.3%
Cc1ccc(NC(=O)CSc2nc3ccccc3c3nc(CCc4c(C)n[nH]c4C)nn23)cc1F	10.0%	-27.9%	7.94µM*	-14.7%	3.66µM*	10.3µM*	-5.8	16.9	3.2%
Cc1cccc2cc(C(c3nnnn3C3CCCC3)N3CCOCC3)c(=O)[nH]c12 (stereo not given)	-19.1%	5.9%	3.6%	-17.7%	-2.0%	-11.9%	-8.8	-0.4	-2.1%
